Screens deposited in PubChem BioAssay by National Center for Advancing Translational Sciences (NCATS).
HT1080 IDH1KD tx – qHTS for induction of synthetic lethality in tumor cells producing 2HG: qHTS for the HT-1080-IDH1KD cell line. HT-1080 IDH1 knockdown viability, ATP luminescence, 48 h. actives 2% (n = 360,000). Potency, µM (titrated, usually from 46.1 µM), inactives show top-dose activity, negative = toxicity, hits mostly cytotoxic;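 also: potency is read from the fitted curve at half-maximal effect; 0% = DMSO wells and -100% = cell-free medium wells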
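Assay cells: HT-1080 with IDH1 knockdown, 750 per well, RPMI/5% FBS. Exposure: 48 h at 37 °C following 2 h pre-incubation. Read: CellTiter-Glo luminescence; fitted concentration-response, curve class assigned.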
KB-V1 cytotox – qHTS assay for MDR1-selective chemotherapeutics: Primary screen using the drug-selected MDR subline cells KB-V1; KB-V1 MDR cells viability, CellTiter-Glo, 72 h; Potency, µM (highest dose often 46.1 µM), for the others: top-dose activity change, negative = cytotoxicity, most hits filed as cytotoxic; actives 3.4% (n = 400,000); also: potency is read from the fitted curve at half-maximal effect; % is scaled to controls: 0 for no effect and ±100 for the full control effect; nearly all actives have a fitted effect of over 60% in size
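KB-V1 MDR subline cells in DMEM (phenol-red free, 10% FBS) exposed to compounds in qHTS concentration series for 72 h at 37 degrees C. Viability read by CellTiter-Glo luminescence; concentration-effect curves fitted after normalization and correction.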
MCF10A rereplic – A quantitative high throughput screen for small molecules that induce DNA re-replication in MCF 10a normal breast cells. AID 624296, 2012. actives 2.9% (n = 350,000). Potency, µM (titrated, usually from 46.1 µM), for the others: at the highest dose activity, positive = re-replication, usual class: activators. MCF 10A DNA re-replication, Hoechst nuclear intensity, 48 h; also: potency is read from the fitted curve at half-maximal effect; % of control where 0% means no effect; nearly all actives have a fitted effect of over 50% in size
SW480 rereplic – A quantitative high throughput screen for small molecules that induce DNA re-replication in SW480 colon adenocarcinoma cells | SW480 DNA re-replication, Hoechst DNA content imaging, 48 h | Potency, µM (doses to about 46.1 µM), for inactives: at the top dose re-replication activation, most hits filed as activators | actives 1.8% (n = 340,000) | AID 624297, 2012; also: potency is read from the fitted curve at half-maximal effect; % of control where 0% means no effect; nearly all actives have a fitted effect of over 55% in size
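Cells (250 per well) received 23 nL compound or DMSO by pin tool and were kept 48 hr at 37 C, 5% CO2. Nuclei were then stained with Hoechst for 40 min and scanned for DNA content.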
IL1B secr inh – qHTS for Inhibitors of Inflammasome Signaling: IL-1-beta AlphaLISA Primary Screen | activity change, % at 57.5 µM | actives 4.7% (n = 360,000) | THP-1 LPS/ATP IL-1B secretion, AlphaLISA, 16 h; hits give low values; in the data active = activity change below about -50%; inconclusive = mostly about -30% to -49%; also: % is scaled to controls: 0 for no effect and ±100 for the full control effect
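Secreted IL-1B measured by AlphaLISA bead assay after 16 h compound exposure of THP-1 cells; compounds (final up to 57.5 uM) added 1 h before LPS (250 ng/mL) and ATP (1.25 mM) stimulation; lower signal means less secretion.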
KB-3-1 cytotox – qHTS assay for MDR1-selective chemotherapeutics: Primary screen using the parental adenocarcinoma cell KB-3-1; Potency, µM (doses to about 46.1 µM), for the others: at the highest dose activity change, negative = cytotoxic, most hits filed as cytotoxic; AID 1347075, 2019; actives 1.4% (n = 400,000); KB-3-1 viability, CellTiter-Glo ATP luminescence, 72 h; also: potency is read from the fitted curve at half-maximal effect; % is scaled to controls: 0 for no effect and ±100 for the full control effect; nearly all actives have a fitted effect of over 60% in size
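Parental KB-3-1 viability, qHTS format: 72 h compound exposure, 37 °C; CellTiter-Glo; media-only wells and DMSO plates as controls; concentration-effect fits on corrected data.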
ATXN2 expr inh – Primary qHTS for Inhibitors of ATXN expression; HEK-293 ATXN2-luciferase reporter, luminescence, 24 h; Potency, µM (series often up to 57 µM), without a hit: top-dose activity change, negative = inhibition, actives largely listed as inhibitors; actives 0.72% (n = 360,000); also: potency is read from the fitted curve at half-maximal effect; % is scaled to controls: 0 for no effect and ±100 for the full control effect; nearly all actives have a fitted effect of over 55% in size
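qHTS (up to 57 uM final) was run with 24 h compound exposure of reporter cells at 37 °C. Each well was multiplexed: SteadyGlo luminescence measured ATXN2-luciferase expression after a fluorogenic Gly-Phe-AFC viability readout (25 uM final).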
HT1080NT lethal – qHTS for induction of synthetic lethality in tumor cells producing 2HG: qHTS for the HT-1080-NT fibrosarcoma cell line; HT-1080-NT fibrosarcoma viability, CellTiter-Glo ATP luminescence, 48 h; actives 1.6% (n = 360,000); Potency, µM (highest dose often 46.1 µM), inactives show top-dose activity, negative = less viability, usual class: cytotoxic;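 also: NT is the 2HG producing partner of a matched IDH1 knockdown line; potency is read from the fitted curve at half-maximal effect; 0% = DMSO-treated cells and -100% = media-only wells without cells; nearly all actives have a fitted effect of over 55% in size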
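Toxicity toward the 2HG-producing NT line was scored as %Activity, normalised to DMSO and no-cell wells, from CellTiter-Glo luminescence after 48 hours' treatment.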
WRN inhibitor – qHTS for Inhibitors of WRN Helicase | Bifunctional 3'-5' exonuclease/ATP-dependent helicase WRN (Homo sapiens), Q14191 | WRN helicase unwinding, fluorescent forked duplex, kinetic | Potency, µM (series often up to 114 µM), without a hit: at the top dose activity change, negative = inhibition, actives largely listed as inhibitors | actives 0.46% (n = 360,000); also: potency is read from the fitted curve at half-maximal effect; % is scaled to controls: 0 for no effect and ±100 for the full control effect; nearly all actives have a fitted effect of over 55% in size
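WRN at 20 nM final was preincubated with compound for 15 min at room temperature; reaction started with 100 nM forked duplex oligonucleotide carrying fluorophore and quencher plus 2 mM ATP (final). Unwinding followed kinetically by red fluorescence (ex 525/em 598 nm).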
* hit, by the source's call; ? = inconclusive; · = no result given; [ ] = another dose, or the depositor's remark. Unless noted, calls follow the shape of the dose curve; as a rule, active = well fitted curve in the direction sought with a large enough effect; inconclusive = small, poorly fitted or top-dose-only effect, or another doubt; inactive = no such curve, though single readings can be large; an effect the other way counts as inactive or inconclusive.

SMILES	HT1080 IDH1KD tx	KB-V1 cytotox	MCF10A rereplic	SW480 rereplic	IL1B secr inh	KB-3-1 cytotox	ATXN2 expr inh	HT1080NT lethal	WRN inhibitor
C=CCOc1c(/C=N\NC(N)=O)cccc1OC	2%	10%	12%	?	-4	2%	·	-5%	6%
CN1CSC2=C(C#N)C(c3cccc(OCc4ccccc4)c3)CC(=O)N2C1 (configuration not stated)	-1%	7%	8%	17%	12	?	-10%	?	-6%
CCN1C(=O)[C@H]2[C@H]3CN=C(SCC4CC4)N3[C@@](Cc3ccccc3)(C(=O)OC)[C@H]2C1=O	-7%	0%	4%	26%	-19	0%	-8%	-6%	-5%
CC(C)(C)c1ccc(S(=O)(=O)n2c(CN3CCOCC3)nc3ccccc32)cc1	-10%	-16%	15%	-1%	101	-8%	-19%	-16%	-1%
COc1ccc(Cc2nnc(SCC(=O)Nc3c(C)cccc3C)[nH]c2=O)cc1	0%	-1%	6%	-4%	7	?	-4%	-5%	-12%
CSc1ccc(CNC(=O)C2Cc3cc(S(=O)(=O)N4CCCCC4)ccc3N2C(C)=O)cc1 (configuration not stated)	1%	-2%	6%	-5%	·	-5%	7%	-6%	10%
COc1ccc(NC(=O)CC2C(=O)N(Cc3ccco3)C(=S)N2C(C)C)cc1 (configuration not stated)	-10%	?	-1%	4%	29	6%	-9%	-10%	-13%
CCC(C)(C)NC(=S)Nc1ccc(-c2nc3ccc(C)cc3s2)cc1	-7%	-38%	?	?	0	0%	-15%	-7%	-5%
Cc1cccc(OCCC(=O)OC(C)C(=O)Nc2ccc(Cl)cn2)c1 (configuration not stated)	2%	13%	-2%	-13%	7	10%	1%	3%	-6%
COc1ccccc1CCn1c(N)c(C#N)c2nc3ccccc3nc21	-4%	5%	?	?	?	3%	-8%	-27%	-21%
CCN(CC(=O)NCc1ccc(F)cc1)C(=O)C1CCN(C(=O)Nc2ccccc2)CC1	-2%	-4%	3%	-8%	-4	-2%	13%	9%	5%
O=C(Cc1c(F)cccc1Cl)OCC(=O)N1CCN(c2ccccc2)CC1	2%	0%	-2%	-2%	-2	-3%	·	11%	-15%
NC(=O)NC(=O)COC(=O)c1ccc2noc(-c3ccccc3)c2c1	-6%	-2%	13%	2%	11	21%	31%	6%	24%
O=C(CN1CCC(C(=O)c2ccc(F)cc2)CC1)Nc1ccccc1	?	4.6µM*	2%	1%	-15	0%	-11%	?	2%
O=S(=O)(NC1=NCCCCC1)c1ccc(Cl)cc1	-1%	-8%	0%	-8%	-8	-11%	-9%	1%	2%
CC(C)N(Cc1nc(-c2ccccc2)no1)C(=O)C(C)(C)C	9%	1%	1%	-6%	20	12%	-3%	11%	-11%
CCCCN(C(=O)C1COc2ccccc2O1)c1c(N)n(CCC)c(=O)[nH]c1=O (configuration not stated)	6%	15%	-1%	-18%	16	17%	2%	2%	-1%
CNC(=O)OCN1C(=O)C2CC=CCC2C1=O (configuration not stated)	21%	0%	-11%	-11%	9	-12%	-4%	16%	6%
CCCOC(=O)c1cccc(NC(=O)c2cccnc2)c1	3%	-22%	6%	-1%	-5	4%	3%	-1%	-3%
O=C1c2ccccc2C(=O)N1CSc1nnc(Nc2ccccc2F)s1	-3%	?	-2%	-4%	8	3%	9%	-4%	-26%
COc1ccc2cc(/C(C)=N/NC(=O)c3cc(C)oc3C)ccc2c1	6%	-1%	·	·	-26	3%	·	11%	11%
Cc1ccccc1-n1c(-c2csc(C)c2C)n[nH]c1=S	2%	-15%	18%	2%	35	?	51%[activator]	-2%	-18%
COc1cc2c(cc1OC)C(Cc1ccc(O)cc1)NCC2 (configuration not stated)	3%	19%	?	?	-6	-2%	7%	3%	1%
CC12CC3(C)CC(C)(C1)CC(C(N)=O)(C2)C3	6%	2%	-10%	-5%	43	10%	7%	7%	9%
CN(C)S(=O)(=O)N1CCc2ccc(NC(=O)c3ccccc3Cl)cc2C1	-1%	11%	-1%	-2%	-13	-6%	3%	0%	11%
Cc1cccc(NC(=O)/C(=C\c2cccs2)NC(=O)c2ccccc2)c1	-20%	8%	0%	-4%[9.22 µM]	7	-4%	-2%	-30%	4%
CCCNC(=O)C1(C)CCN(CCS(=O)(=O)c2ccc(C)cc2)C1 (configuration not stated)	-2%	-3%	·	·	-2	0%	0%	-7%	-2%
Cc1cc(NC(=O)CSc2ccc3c(c2)OCCO3)no1	1%[9.24 µM]	-19%	-2%	-13%	17	6%	-13%	10%	-2%
COc1ccc(CCNC(=O)c2cc(S(=O)(=O)N(C)C)ccc2N2CCCC2)cc1	-10%	?	-7%	14%	-7	-5%	5%	-9%	-10%
COc1ccc(C(=O)NNC(=O)CSc2nnc(C(C)C)n2C)cc1	14%	17%	-3%	-38%	2	3%	-3%	11%	-4%
COc1ccc(S(=O)(=O)N(C)C[C@H]2Oc3c(NC(=O)NC(C)C)cccc3C(=O)N([C@H](C)CO)C[C@@H]2C)cc1	0%	0%	10%	-13%	-20	0%	-1%	0%	-5%
COc1cccc(-c2nnn(CC(=O)N(CC(C)C)C3CCS(=O)(=O)C3)n2)c1 (configuration not stated)	-5%	-7%	1%	0%	1	0%	5%	9%	5%
COc1ccc(CCC(C)NCc2ccc(Cl)c(Cl)c2)cc1 (configuration not stated)	7%	2%	?	-3%	-3	-11%	-25%	14%	2%
Cc1ccc(N(C)S(=O)(=O)c2cccc(C(=O)N3CCN(Cc4ccccc4)CC3)c2)cc1	-3%	-20%	1%	-3%	-8	-12%	·	-5%	4%
COc1cc2[nH]c(=O)n(CCC(=O)N3CC=C(c4ccccc4)CC3)c(=O)c2cc1OC	18%	-1%	2%	-20%	13	11%	-1%	2%	-9%
CNc1nc(N)c([N+](=O)[O-])c(NCC2CCCO2)n1 (configuration not stated)	4%	9%	0%	?	0	1%	·	1%	4%

A section of the results above, for reference:
SMILES	HT1080 IDH1KD tx	KB-V1 cytotox	MCF10A rereplic	SW480 rereplic	IL1B secr inh	KB-3-1 cytotox	ATXN2 expr inh	HT1080NT lethal	WRN inhibitor
Cc1cc(NC(=O)CSc2ccc3c(c2)OCCO3)no1	1%[9.24 µM]	-19%	-2%	-13%	17	6%	-13%	10%	-2%
COc1ccc(CCNC(=O)c2cc(S(=O)(=O)N(C)C)ccc2N2CCCC2)cc1	-10%	?	-7%	14%	-7	-5%	5%	-9%	-10%
COc1ccc(C(=O)NNC(=O)CSc2nnc(C(C)C)n2C)cc1	14%	17%	-3%	-38%	2	3%	-3%	11%	-4%
COc1ccc(S(=O)(=O)N(C)C[C@H]2Oc3c(NC(=O)NC(C)C)cccc3C(=O)N([C@H](C)CO)C[C@@H]2C)cc1	0%	0%	10%	-13%	-20	0%	-1%	0%	-5%

Remaining list, next part
SMILES	HT1080 IDH1KD tx	KB-V1 cytotox	MCF10A rereplic	SW480 rereplic	IL1B secr inh	KB-3-1 cytotox	ATXN2 expr inh	HT1080NT lethal	WRN inhibitor
Cc1ccc(S(=O)(=O)c2nc(N3CCOCC3)sc2Cl)cc1	-7%	-11%	-1%	-3%	-1	8%	-14%	-6%	3%
CC1Cc2ccccc2N1C(=O)NC1CC(=O)N(c2ccc3c(c2)OCCO3)C1 (configuration not stated)	1%	-1%	0%	-6%	14	1%	-4%	26%	1%
C=CCn1c(=N)c(C(=O)NCCCOC)cc2c(=O)n3cccc(C)c3nc21	-14%	-10%	4.1µM*	?	-18	-23%	-7%	-7%	9%
CC1CCN(C(=O)c2ccc(NS(=O)(=O)c3cccs3)cc2)CC1	11%	1%	-23%	1%	-8	-6%	0%	4%	1%
O=C(CN1CCN(C2CCCCC2)CC1)Nc1ccc(Br)cc1	-13%	-29%	-5%	-13%	-6	2%	-20%	-9%	-36%
COc1cc(-c2noc(C)c2C(=O)NCc2ccc(C)o2)cc(OC)c1OC	12%	-7%	?	3%	25	11%	4%	0%	-3%
CCC(CC)C(=O)Nc1cc([N+](=O)[O-])ccc1F	16%	10%	-9%	-4%	0	17%	3%	17%	-10%
O=C(Nc1ccncc1)C1CC(=O)N(c2ccccc2)C1 (configuration not stated)	11%	27%	-3%	-4%	22	9%	5%	5%	7%
Nn1c(Cc2cccc3ccccc23)nnc1SCC(=O)N1CC(=O)Nc2ccccc21	1%	?	1%	-6%	-17	-1%	3%	-1%	9%
O=C(NNC(=O)c1cc2ccccc2oc1=O)c1ccccc1[N+](=O)[O-]	11%	24%	5%	-1%	-5	11%	0%	15%	-6%
Cc1nn(CCCC(=O)NC2CCC(C)CC2)c(=O)c2nn(-c3ccccc3)c(C)c12 (configuration not stated)	12%	-4%	0%	-3%	0	1%	1%	7%	-4%
COc1nc2ccccc2nc1OC	4%	-7%	-2%	-7%	-9	-9%	8%	-3%	-16%
Cc1ccc(OCC(=O)N/N=C2/SCC(=O)N2Cc2ccco2)cc1	19%	18%	-2%	-9%	-13	-1%	-3%	5%	-1%
CCOc1ccc(S(=O)(=O)N2CCOCC2)cc1NC(=O)CN1C(=O)NC2(CCCCC2)C1=O	5%	-22%	3%	8%	-18	5%	5%	-4%[9.24 µM]	-1%
CCN(CC(=O)NCc1ccc(Cl)cc1)C(=O)CCc1ccccc1	0%	-1%	0%	-9%	9	0%	·	-2%	-4%
